# Bioassay records: PubChem, National Center for Advancing Translational Sciences (NCATS)
# Casp7 inh: caspase-7 (human) inhibition, allosteric or competitive | Potency, µM (titrated, usually from 57.5 µM), for inactives: top-dose activity change, negative = inhibition, actives largely listed as inhibitors | P55210 | AID 889 | recombinant caspase-7, Ac-DEVD-AFC fluorescence rate | 75,000 compounds, 0.02% hits; active = well fitted inhibition curve with a large enough effect in the main read-out, with a control signal flat, not every such curve was filed as active; inconclusive = small, poorly fitted or top-dose-only effect, or a change in a side signal; note: potency is the fitted concentration of half-maximal effect; % of control where 0% means no effect
# 4MU fluor: 4-MU region autofluorescence; compound autofluorescence, 340/450 nm, 4-MU equivalents; stronger effect = higher value; max dye-equivalent concentration, M; 59,000 compounds, 11% hits; in the data active = max dye-equivalent concentration above about 10 nM; inconclusive = mostly about 1.1 nM to 9.6 nM
#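 Intrinsic fluorescence at 340/450 nm (ex/em) was read after 15 min at room temperature in pH 8.0, 100 mM Tris. Each compound concentration expressed as 4-MU-equivalent concentration from a six-point 4-MU standard series on each plate.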
# Casp1 inh: caspase-1 (human) inhibition, allosteric or competitive | Potency, µM (titrated, usually from 57.5 µM), for the others: top-dose activity change, negative = inhibition, most hits filed as inhibitors | 75,000 compounds, 0.03% hits | Caspase-1 enzyme, Ac-WEHD-AFC fluorogenic rate | AID 900;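 note: potency is the fitted concentration of half-maximal effect; plate controls were vehicle for no effect and no substrate for full effect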
# BRCT inh red: inhibitors of human BRCA1 BRCT-phosphoprotein interaction (red fluorophore); BRCT-phosphopeptide binding, red fluorescence polarization; 75,000 compounds, 0.03% hits; AID 892; P38398; Potency, µM (doses to about 76.9 µM), inactives show top-dose activity change, negative = inhibition, usual class: inhibitors; note: % is set by controls: 0 for no effect and ±100 for the full control effect
# Target sequence (P38398 whole entry, looked up): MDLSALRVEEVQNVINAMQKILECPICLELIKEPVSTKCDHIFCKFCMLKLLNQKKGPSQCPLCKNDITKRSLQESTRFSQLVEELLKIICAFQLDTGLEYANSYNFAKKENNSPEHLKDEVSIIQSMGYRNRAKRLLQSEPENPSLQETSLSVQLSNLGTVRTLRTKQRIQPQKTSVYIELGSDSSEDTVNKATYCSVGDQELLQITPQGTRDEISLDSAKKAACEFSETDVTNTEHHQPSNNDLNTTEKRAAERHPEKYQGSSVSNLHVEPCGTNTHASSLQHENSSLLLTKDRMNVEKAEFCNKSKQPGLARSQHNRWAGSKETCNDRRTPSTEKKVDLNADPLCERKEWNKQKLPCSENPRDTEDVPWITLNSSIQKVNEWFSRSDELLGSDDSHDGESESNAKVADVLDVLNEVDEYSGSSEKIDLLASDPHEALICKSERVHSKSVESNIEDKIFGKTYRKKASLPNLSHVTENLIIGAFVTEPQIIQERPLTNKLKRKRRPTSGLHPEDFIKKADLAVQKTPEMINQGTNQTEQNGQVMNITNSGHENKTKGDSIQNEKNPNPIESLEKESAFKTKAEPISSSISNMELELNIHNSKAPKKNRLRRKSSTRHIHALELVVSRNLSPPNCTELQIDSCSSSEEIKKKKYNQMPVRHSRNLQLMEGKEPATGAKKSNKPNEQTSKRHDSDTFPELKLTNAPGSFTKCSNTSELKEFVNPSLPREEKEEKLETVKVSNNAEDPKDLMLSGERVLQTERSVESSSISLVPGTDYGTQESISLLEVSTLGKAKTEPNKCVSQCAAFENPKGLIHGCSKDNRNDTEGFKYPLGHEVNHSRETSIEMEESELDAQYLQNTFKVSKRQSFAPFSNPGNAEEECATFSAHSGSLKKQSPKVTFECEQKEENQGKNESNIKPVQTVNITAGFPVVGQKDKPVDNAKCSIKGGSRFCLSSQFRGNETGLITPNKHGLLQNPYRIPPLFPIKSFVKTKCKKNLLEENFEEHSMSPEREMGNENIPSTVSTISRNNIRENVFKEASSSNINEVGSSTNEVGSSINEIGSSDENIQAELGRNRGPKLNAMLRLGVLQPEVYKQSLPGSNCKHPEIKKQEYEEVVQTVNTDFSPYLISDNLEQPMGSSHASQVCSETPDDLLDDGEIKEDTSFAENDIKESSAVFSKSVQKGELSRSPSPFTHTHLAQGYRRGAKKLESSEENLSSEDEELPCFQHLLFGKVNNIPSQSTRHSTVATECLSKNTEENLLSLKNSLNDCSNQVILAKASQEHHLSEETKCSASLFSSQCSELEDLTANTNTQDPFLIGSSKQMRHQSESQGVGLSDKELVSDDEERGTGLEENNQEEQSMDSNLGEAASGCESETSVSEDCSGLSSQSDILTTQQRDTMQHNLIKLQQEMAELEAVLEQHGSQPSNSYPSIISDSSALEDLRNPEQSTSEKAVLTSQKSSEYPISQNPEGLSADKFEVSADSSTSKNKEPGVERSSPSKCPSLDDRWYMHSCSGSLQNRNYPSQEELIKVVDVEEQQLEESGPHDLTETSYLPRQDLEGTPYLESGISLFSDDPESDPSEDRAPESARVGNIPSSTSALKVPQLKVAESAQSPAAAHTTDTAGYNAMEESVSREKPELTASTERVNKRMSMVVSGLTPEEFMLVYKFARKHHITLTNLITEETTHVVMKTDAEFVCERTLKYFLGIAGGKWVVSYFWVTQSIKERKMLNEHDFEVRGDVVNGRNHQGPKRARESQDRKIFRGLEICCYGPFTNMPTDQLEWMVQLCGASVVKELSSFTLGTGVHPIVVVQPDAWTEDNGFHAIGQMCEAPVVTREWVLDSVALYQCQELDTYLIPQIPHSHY
#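 Rhodamine-labelled pBACH1 10-mer (100 nM) bound to BRCT domain (100 nM) at pH 7.3; compounds incubated 12 min room temperature, polarization read. Free peptide defines full inhibition; unlabelled decapeptide titrated as control.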
# HEK293 cAMP cs: parental HEK293 cAMP activation (counter-screen) | AID 938 | Potency, µM (titrated, usually from 57.1 µM), without a hit: at the highest dose activation, usual class: activators | 73,000 compounds, 2.5% hits | parental HEK293 CNG cAMP sensor, membrane potential fluorescence; note: potency is the fitted concentration of half-maximal effect; % of control where 0% means no effect; nearly all actives have a fitted effect of over 55% in size
#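 Counterscreen for endogenous-receptor signalling: CNG-channel HEK 293 cells report cAMP rise by membrane depolarization. After 60 min dye equilibration with 100 uM RO 20-1724, compounds incubated 30 min before bottom-read fluorescence at 590 nm.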
# USP2a inh: USP2a (human) protease inhibition | 60,000 compounds, 0.1% hits | O75604 | USP2a enzymatic assay, qHTS inhibition | Potency, µM (titrated, usually from 38.3 µM), for inactives: at the highest dose activity change, negative = inhibition, hits mostly inhibitors | AID 927;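 note: potency is the fitted concentration of half-maximal effect; nearly all actives have a fitted effect of over 60% in size; plate controls were DMSO for no effect and NEM full inhibition control for full effect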
#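 20 nM USP2 core + cpd, 30 min RT; add 20 nM Ub-PLA2/20 uM NBD C6-HPC; read Ex460/Em535 at 0 h and 2.5 h. Normalized to NEM; qHTS curve fit/classification.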
# Ub-GFP proteasome: proteasome inhibitors stabilizing ubiquitin-GFP reporter; Ubiquitin-GFP reporter cells, proteasome inhibition, GFP fluorescence; response scale: untreated = 0%, 10 µM MG-132 = 100%; Potency, µM (series often up to 45.9 µM), inactives show at the top dose activation (GFP accumulation), actives largely listed as activators; 67,000 tested, under 10 active; AID 526; active = well fitted activation curve with a large enough effect, not every such curve was filed as active; inconclusive = small, poorly fitted or top-dose-only effect, or another doubt; inactive = no such curve, though single readings can be large or run the other way; note: potency is the fitted concentration of half-maximal effect
#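 U2OS cells stably expressing ubiquitin(G76V)-GFP, seeded overnight in 0.5% FBS medium, were exposed to compounds (qHTS, 46 uM to 2.9 nM) for 4 hr at 37 °C. GFP-positive cells were counted by laser cytometry (488 ex/515 em), normalized between basal and 10 uM MG-132.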
# GFP derepression: epigenetic modulators derepressing GFP locus in mouse cells; mouse C127i GFP locus derepression, cytometry, 30 h; Potency, µM (titrated, usually from 46.1 µM), inactives show at the highest dose GFP derepression (activation); 68,000 compounds, 0.09% hits; AID 597; note: % of control where 0% means no effect
#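 Read-out is the number of GFP-positive cells, scored as fluorescent objects 20 to 120 um wide, reflecting derepression of a silenced CMV-GFP reporter in murine C127i cells after 30 h compound exposure at 37 C.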
# Fluorescein autfl: fluorescein region autofluorescence | Compound autofluorescence, 480/540 nm, fluorescein-equivalent; stronger effect = higher value | AID 593 | 59,000 compounds, 0.91% hits | max fluorescein-equivalent concentration, M; in the data active = max fluorescein-equivalent concentration above about 10 nM; inconclusive = between about 1.1 nM and that limit
#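 Library compounds, added at multiple concentrations to pH 8.0 Tris buffer (100 mM), incubate 15 min at room temperature before CCD imaging at 480 nm excitation and 540 nm emission.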
# BRCT inh green: inhibitors of human BRCA1 BRCT-phosphoprotein interaction (green fluorophore); BRCA1 BRCT-phosphopeptide binding, green fluorescence polarization; Potency, µM (series often up to 76.9 µM), without a hit: top-dose activity change, negative = inhibition, hits mostly inhibitors; 75,000 compounds, 0.05% hits; AID 875;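 note: potency is the fitted concentration of half-maximal effect; plate controls were peptide without protein for full effect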
#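 Compounds were incubated for 12 min at room temperature with a complex of 100 nM fluorescein-tagged pBACH1 decapeptide and 250 nM His-tagged BRCT protein. Buffer was phosphate pH 7.3 with EDTA, DTT and Tween 20. Disruption of binding lowers the polarization signal.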
# A350 autofl: A350 region autofluorescence; Compound autofluorescence, 340/450 nm, Alexa 350 dye-equivalents; stronger effect = higher value; max dye-equivalent concentration, M; 59,000 compounds, 11% hits; in the data active = max dye-equivalent concentration above about 10 nM; inconclusive = mostly about 1.1 nM to 9.6 nM
# Active calls of the source: *; i = inactive; ? = inconclusive; · = no result given; [ ] = remark or other dose. Unless noted, calls come from the whole dose curve; as a rule, active = well fitted curve in the direction sought with a large enough effect; inconclusive = small, poorly fitted or top-dose-only effect, or another doubt; inactive = no such curve, though single readings can be large; an effect the other way counts as inactive or inconclusive.
structure | Casp7 inh | 4MU fluor | Casp1 inh | BRCT inh red | HEK293 cAMP cs | USP2a inh | Ub-GFP proteasome | GFP derepression | Fluorescein autfl | BRCT inh green | A350 autofl
O=C(Nc1cc(=O)c2ccccc2o1)N1CCCCC1 | -1% | i | 0% | 0.4% | -21% | 24% | 0% | 2% | i | 0.0% | i
COc1ccccc1CNc1nc2nc(C)c(C)c(=O)n2[nH]1 | 1% | i | 1% | -1.0% | 10% | 0% | 2% | 2% | i | -2.2% | ?
Cc1ccc(CNc2ccc(O)cc2)cc1 | -30% | i | ? | -9.9% | -14% | 27% | 0% | -3% | i | -0.2% | ?
Cc1ccccc1OCCCCc1c(C)n[nH]c1C | -3% | · | -3% | -1.6% | ? | 9% | 14% | 0% | · | 1.6% | ·
CCCOC(=O)C1=C(C)NC2=C(C(=O)CCC2)C1c1cc(OC)ccc1OC (stereo not drawn) | -9% | 4.1e-08M* | -13% | -0.4% | 22% | 11% | -3% | 3% | ? | -1.2% | 5.3e-08M*
Cc1cccc(OCc2nc(C#N)c(NCCN(C)C)o2)c1 | 0% | · | 1% | 0.9% | 5% | · | 14% | -2% | · | -1.3% | ·
COC(=O)CSc1nnc(-c2ccc(S(=O)(=O)N3CCCCC3)cc2)o1 | 0% | ? | 1% | -0.1% | -6% | -3% | 2% | 2% | i | -0.3% | ?
O=C(Cc1cccs1)NC1C(=O)N2C(C(=O)[O-])=C(C[n+]3ccccc3)CSC12 (stereo not drawn) | -24% | · | -7% | -3.5% | · | 15% | · | · | · | 0.2%[3.08 µM] | ·
Nc1cc(C2CCCC2)nn1-c1ccccc1 | 0% | i | 0% | -1.9% | 1% | -4% | 2% | 8% | ? | -2.2% | i
Cc1ccc(C2C(C(=O)c3sc(C)nc3C)=C(O)C(=O)N2CCN(C)C)o1 (stereo not drawn) | -3% | i | -2% | 1.2% | 3% | 6% | · | 2% | ? | -1.7% | ?
Cc1ccc(-c2nc(N)n(S(C)(=O)=O)n2)cc1 | 0% | i | 1% | -1.7% | 1% | -3% | 1% | 0% | ? | -0.5% | i
N#CC1=C(N)Oc2cc(N)ccc2C1C1CCCCC1 (stereo not drawn) | -1% | i | -2% | 1.4% | 22% | 41%[activator] | -4% | 0% | i | 4.1% | i
COc1ccc(N2Cc3cccc(C(=O)N4CCOCC4)c3C2=O)cc1 | 1% | i | 1% | -1.1% | 6% | 3% | -3% | -1% | i | 0.8% | i
CCOC(=O)N1CCN(C(=O)CSc2nc3c(cnn3-c3ccc(Cl)cc3)c(=O)[nH]2)CC1 | 0% | · | -2% | -1.7% | -4% | · | 2% | · | · | 2.0% | ·
CC(=O)Nc1ccc(NC(=O)c2cc(C)nn2-c2ccccc2)cc1 | 3% | i | -1% | 0.1% | ? | 1% | 2% | 2% | i | 0.0% | i
CC(=O)NS(=O)(=O)c1ccc(NC(=O)CCC2CCCC2)cc1 | 1% | i | 1% | -1.9% | 1% | 9% | 2% | 0% | i | 0.0% | i
CCCCn1c(=N)n(CC(O)COc2ccc(C)cc2)c2ccccc21 (stereo not drawn) | 2% | i | 1% | 1.3% | 16µM* | 12% | 5% | 2% | i | -1.7% | ?
O=C(O)C1CCCN1S(=O)(=O)c1ccc2ccccc2c1 (stereo not drawn) | -2% | i | -2% | -3.0% | 8% | 1% | 0% | 0% | ? | -1.2% | i
NC(=O)CCS(=O)(=O)CCN1CCCCC1 | 0% | i | 4% | 1.5% | -5% | 7% | -2% | 3% | ? | -1.1% | i
CC(C)(C)c1ccc(O)c(O)c1 | 1% | · | -1% | 1.0% | -7% | · | · | · | · | -0.8% | ·
Cc1cc(Nc2cc(C)on2)n2ncnc2n1 | -2% | · | -8% | -1.5% | -3% | · | -14% | 5% | · | -0.4% | ·
c1ccc(OCCOCCSc2ncccn2)cc1 | 0% | · | -3% | -0.4% | -4% | · | · | · | · | -0.7% | ·
CCOC(=O)c1c(N)sn(-c2ccccc2C)c1=S | -1% | i | -1% | -0.4% | -4% | -1% | -2% | 3% | i | -3.3% | ?
Nc1nonc1-c1noc(N2CCCCC2)n1 | 0% | i | -1% | 0.2% | 10µM* | 5% | 7% | -2% | i | -3.2% | i
COc1ccccc1CCn1c(=O)c(-c2ccc(F)cc2)nc2cncnc21 | -3% | i | -4% | -0.5% | ? | 18% | 3% | 0%[9.22 µM] | i | -0.6% | i
O=c1oc2ccccc2c(O)c1/C=N/c1nc(-c2ccc(O)c(O)c2)cs1 | -2%[11.5 µM] | i | 2%[11.5 µM] | 0.7%[15.4 µM] | 4%[11.4 µM] | · | 0%[9.17 µM] | -7%[9.22 µM] | i | 2.6%[15.4 µM] | i
Cc1cc2cc(CN(Cc3ccc4c(c3)OCO4)C(=O)c3cnccn3)c3nnnn3c2cc1C | 0% | i | 2% | -1.1% | 32µM* | 29% | -3% | 0% | ? | 5.9% | i
CC1(C)CCCC2(C)C3C(O)CC2(C)C(O)C31 (stereo not drawn) | 2% | · | 1% | -3.4% | · | -2% | · | · | · | -3.1% | ·
CCCC(=O)Nc1nnc(CC(=O)N2CCCC2)s1 | -1% | i | 0% | -1.6% | 4% | 4% | -4% | -3% | ? | -0.3% | i
COc1ccc(OC)c(N(CC(=O)Nc2cccnc2)S(=O)(=O)c2ccc(OC)c(OC)c2)c1 | -2% | i | 1% | -1.4% | -5% | 1% | 12% | 0% | i | -1.0% | i

# Record cards, from the list above. Values in the order: Casp7 inh, 4MU fluor, Casp1 inh, BRCT inh red, HEK293 cAMP cs, USP2a inh, Ub-GFP proteasome, GFP derepression, Fluorescein autfl, BRCT inh green, A350 autofl
# Shown for CCOC(=O)c1c(N)sn(-c2ccccc2C)c1=S = -1%, i, -1%, -0.4%, -4%, -1%, -2%, 3%, i, -3.3%, ?
# Shown for Nc1nonc1-c1noc(N2CCCCC2)n1 = 0%, i, -1%, 0.2%, 10µM*, 5%, 7%, -2%, i, -3.2%, i
# Shown for CC(C)(C)c1ccc(O)c(O)c1 = 1%, ·, -1%, 1.0%, -7%, ·, ·, ·, ·, -0.8%, ·
# Shown for COc1ccc(OC)c(N(CC(=O)Nc2cccnc2)S(=O)(=O)c2ccc(OC)c(OC)c2)c1 = -2%, i, 1%, -1.4%, -5%, 1%, 12%, 0%, i, -1.0%, i
# Shown for CC1(C)CCCC2(C)C3C(O)CC2(C)C(O)C31 (stereo not drawn) = 2%, ·, 1%, -3.4%, ·, -2%, ·, ·, ·, -3.1%, ·

# More compounds:
structure | Casp7 inh | 4MU fluor | Casp1 inh | BRCT inh red | HEK293 cAMP cs | USP2a inh | Ub-GFP proteasome | GFP derepression | Fluorescein autfl | BRCT inh green | A350 autofl
Nc1nc2c(ncn2C2CC(O)C(CO)O2)c(=O)[nH]1 (stereo not drawn) | 0% | · | 0% | 3.3% | · | -13% | · | · | · | 0.3% | ·
CC1=CC(C)=Nc2ccc(C)cc2N1 | 0% | i | -1% | -4.7% | 2% | -5% | -1% | -2% | ? | 1.8% | i
CCN=c1scc(-c2ccc3c(c2)NC(=O)CO3)n1N=C1CCCC1 | -7% | i | 0% | 0.1% | -7% | 44%[activator] | -3% | ? | ? | 3.6% | i
O=C1CC(N2CCC(c3nc4ccccc4o3)CC2)C(=O)N1c1ccc(Cl)c(C(F)(F)F)c1 (stereo not drawn) | -14% | i | -9% | -1.8% | -2% | 68%[activator] | -3% | 2% | ? | -1.4% | i
O=c1[nH]c2ccccc2c(=O)n1Cc1ccco1 | 0% | i | 1% | 0.5% | ? | 1% | -6% | 0% | i | 0.0% | i
Cc1ccc(NC(=O)C2CCN(S(=O)(=O)c3cccc4nonc34)CC2)nc1 | -4% | i | -1% | 0.8% | ? | 7% | 4% | 1% | i | -0.3% | i
O=C1c2ccccc2C(Nc2ccc(Cl)cn2)N1c1ccccn1 (stereo not drawn) | -1% | · | -4% | 0.8% | 16µM* | · | 3% | · | · | -1.9% | ·
CCOC(=O)N1CCC(NC(=O)c2cc(S(=O)(=O)N3CCc4ccccc43)cn2C)CC1 | 1% | i | 1% | -2.2% | 11% | 21% | -3% | 0% | i | -5.4% | i
CC12CC(NC(=O)N1c1cccc(C(=O)N3CCN(c4ccccn4)CC3)c1)c1ccccc1O2 (stereo not drawn) | -1% | i | 0% | -1.4% | 10% | 28% | 1% | 0% | i | -2.5% | i
Cc1ccc(SCCC(=O)N2CCOCC2)cc1 | 1% | ? | 1% | -2.4% | 0% | 1% | 1% | -2% | i | 1.0% | ?
CCn1nnnc1SCC(=O)N1c2ccccc2CCc2ccccc21 | 0% | i | 0% | 0.4% | 12% | 20% | 0% | -1% | i | 1.1% | i
CCCc1nc(N)nc2c1C(=O)CC(C)(C)C2 | 1% | · | -1% | 0.3% | 0% | 4% | 2% | -2% | · | 0.5% | ·

# Only part of the results is shown; the hit share may differ from the screen's.
